# ATXN2 expr inh = Primary qHTS for Inhibitors of ATXN expression; HEK-293 ATXN2-luciferase reporter, luminescence, 24 h; actives 0.72% (n = 360,000); Potency, µM (top dose mostly 57 µM), without a hit: at the highest dose activity change, negative = inhibition, usual class: inhibitors; AID 1745845, 2022; note: % is set by controls: 0 for no effect and ±100 for the full control effect; nearly all actives have a fitted effect of over 55% in size
#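 qHTS (up to 57 uM final) was run with 24 h compound exposure of reporter cells at 37 °C. Each well was multiplexed: SteadyGlo luminescence measured ATXN2-luciferase expression after a fluorogenic Gly-Phe-AFC viability readout (25 uM final).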
# A549 tox = Nrf2 qHTS screen for inhibitors: counterscreen for cytotoxicity. A549 ARE-Fluc cells, CellTiter-Fluor viability, 18-24 h. Potency, µM (titrated, usually from 46 µM), without a hit: at the highest dose activity change, negative = cytotoxicity, most hits filed as inhibitors. actives 0.16% (n = 390,000); note: % is set by controls: 0 for no effect and ±100 for the full control effect
#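 Cytotoxicity counterscreen: CellTiter-Fluor fluorescence was measured in A549 ARE_Fluc cells after 18-24 h of compound exposure in a concentration series. The subsequent BugLite luminescent read reports ARE-luciferase activity.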
# TGFb inhibitor = qHTS for Inhibitors of TGF-b; HepG2 CAGA-GFP TGF-b/SMAD3 reporter, GFP fluorescence, 18 h; TGF-beta stimulated, 500 pg/mL final; Potency, µM (highest dose often 46.1 µM), for inactives: at the highest dose activity, negative = inhibition, actives largely listed as inhibitors; actives 1.2% (n = 410,000); AID 588855, 2011; note: % is set by controls: 0 for no effect and ±100 for the full control effect; nearly all actives have a fitted effect of over 65% in size
#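 GFP signal (ex488/em500-530) from TGF-beta-stimulated HEPG2 CAGA-GFP cells, 500 pg/mL final, 18 h at 37 degrees C in DMEM plus 1% FBS, normalized to unstimulated and DMSO-stimulated controls.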
# Nrf2 ARE act = qHTS of Nrf2 Activators; Potency, µM (highest dose often 46.1 µM), for inactives: top-dose activation, actives largely listed as activators; actives 0.31% (n = 410,000); AREc32 ARE-luciferase reporter (MCF7-derived line), luminescence, 24 h; note: % of control where 0% means no effect; nearly all actives have a fitted effect of over 65% in size
#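 For detection, Steady-Glo was added and plates sat 30 min at RT; before that, AREc32_Fluc cells grown overnight in OPTI-MEM/5% FBS had been treated with 23 nL compound for 24 hr at 37 deg C.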
# HepG2 viability = qHTS for Inhibitors of TGF-b: Cytotox Counterscreen | Potency, µM (top dose mostly 46.1 µM), without a hit: at the top dose activity change, negative = cytotoxicity, hits mostly cytotoxic | HepG2 CAGA-GFP viability, ATP luminescence, 18 h | AID 588856, 2011 | actives 0.76% (n = 410,000); note: some results filed as inactive show a strong effect at the top dose
#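 HepG2 CAGA-GFP cells (1000/well, DMEM with 1% FBS) received compound, then TGF-beta at 500 pg/mL final, and were incubated 18 hours at 37 degrees C. Viability was read by CellTiter-Glo luminescence. Media-only wells were set as complete cell-killing and DMSO as no toxicity.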
# ATXN viability = Viability Counterscreen for Primary qHTS for Inhibitors of ATXN expression; S2 cells (HEK-293 line with an ATXN2-luciferase reporter) viability, CellTiter-Fluor protease fluorescence, 24 h; Potency, µM (highest dose often 56.7 µM), actives largely listed as cytotoxic; actives 0.49% (n = 400,000); AID 651635, 2014; note: nearly all actives have a fitted effect of over 40% in size
# MCF10A rereplic = A quantitative high throughput screen for small molecules that induce DNA re-replication in MCF 10a normal breast cells; MCF 10A DNA re-replication, Hoechst nuclear intensity, 48 h; Potency, µM (doses to about 46.1 µM), for inactives: top-dose activity, positive = re-replication, hits mostly activators; actives 2.9% (n = 350,000); note: % of control where 0% means no effect; nearly all actives have a fitted effect of over 50% in size
# EPAC2 antag = qHTS for Antagonist of cAMP-regulated guanine nucleotide exchange factor 2 (EPAC2): primary screen. actives 0.18% (n = 360,000). Potency, µM (highest dose often 114 µM), for inactives: at the highest dose activity, negative = inhibition, most hits filed as inhibitors. Rap guanine nucleotide exchange factor 4 (Homo sapiens), Q8WZA2. AID 720708, 2013. EPAC2 GEF exchange of Rap1B-BODIPY-GDP, fluorescence; note: % is set by controls: 0 for no effect and ±100 for the full control effect; nearly all actives have a fitted effect of over 45% in size; many of its hits are not listed in these tables
# Target sequence (Q8WZA2 whole entry, looked up): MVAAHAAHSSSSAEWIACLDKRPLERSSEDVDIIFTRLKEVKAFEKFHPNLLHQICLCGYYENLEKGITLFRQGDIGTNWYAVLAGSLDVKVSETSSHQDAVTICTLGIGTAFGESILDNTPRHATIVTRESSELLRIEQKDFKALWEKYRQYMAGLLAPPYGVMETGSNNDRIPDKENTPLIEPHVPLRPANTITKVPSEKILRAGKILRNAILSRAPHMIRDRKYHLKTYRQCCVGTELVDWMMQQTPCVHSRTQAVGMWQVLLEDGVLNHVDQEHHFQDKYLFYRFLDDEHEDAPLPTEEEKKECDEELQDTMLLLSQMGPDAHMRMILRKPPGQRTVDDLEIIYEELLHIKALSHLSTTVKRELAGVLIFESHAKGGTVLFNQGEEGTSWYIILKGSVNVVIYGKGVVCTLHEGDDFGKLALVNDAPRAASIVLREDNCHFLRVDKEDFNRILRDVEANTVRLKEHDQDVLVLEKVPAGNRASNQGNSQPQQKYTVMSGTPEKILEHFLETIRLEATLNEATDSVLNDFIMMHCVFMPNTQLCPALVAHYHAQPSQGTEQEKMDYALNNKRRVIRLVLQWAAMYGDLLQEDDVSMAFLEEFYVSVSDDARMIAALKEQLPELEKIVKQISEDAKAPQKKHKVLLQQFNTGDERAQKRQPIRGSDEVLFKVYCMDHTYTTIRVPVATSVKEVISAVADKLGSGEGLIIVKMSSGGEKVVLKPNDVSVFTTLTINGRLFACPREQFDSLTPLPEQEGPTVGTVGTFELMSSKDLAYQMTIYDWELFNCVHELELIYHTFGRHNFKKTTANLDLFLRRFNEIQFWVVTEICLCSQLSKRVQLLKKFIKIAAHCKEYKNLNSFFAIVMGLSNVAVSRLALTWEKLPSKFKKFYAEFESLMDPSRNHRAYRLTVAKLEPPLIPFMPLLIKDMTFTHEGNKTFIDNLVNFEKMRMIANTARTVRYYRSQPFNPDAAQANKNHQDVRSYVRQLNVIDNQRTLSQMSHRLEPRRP
# Nrf2 block = Nrf2 qHTS screen for inhibitors | A549 ARE-Fluc reporter, luciferase luminescence, 18-24 h | actives 2.1% (n = 360,000) | Potency, µM (top dose mostly 46 µM), for the others: at the top dose activity change, negative = inhibition, most hits filed as inhibitors; note: % is set by controls: 0 for no effect and ±100 for the full control effect; nearly all actives have a fitted effect of over 60% in size
#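 Reporter: ARE-Fluc in A549. Exposure: 18-24 h, 37 °C, 5% CO2, 5% FBS OPTI-MEM. Readouts: fluorescent cytotoxicity (CellTiter-Fluor), then luminescent Nrf2 signal after BugLite.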
# * marks the source's active call; other numbers are inactive results; i = inactive; u = inconclusive; x = no result given; & = joins results of further samples; [ ] = remark or other dose. Calls come from the whole dose curve; as a rule, active = well fitted curve in the direction sought with a large enough effect; inconclusive = small, poorly fitted or top-dose-only effect, or another doubt; inactive = no such curve, though single readings can be large; an effect the other way counts as inactive or inconclusive. Potency is the fitted concentration of half-maximal effect.
SMILES,ATXN2 expr inh,A549 tox,TGFb inhibitor,Nrf2 ARE act,HepG2 viability,ATXN viability,MCF10A rereplic,EPAC2 antag,Nrf2 block
COc1cc(/C=C(\C#N)C(=O)Nc2ccc3ccccc3c2)c([N+](=O)[O-])cc1OC,4%,-14%,-6%,2.6%,-44%,i,16%,10%,u
COCCc1ccc(OC2(C)CCN(Cc3ccc(OC)c4ccccc34)C2)cc1 (centres undefined),-17%,x,6%,3.4%,-7%,i,x,3%,x
COc1cccc(OC)c1C(=O)Nc1ccccc1NC(=O)c1c(OC)cccc1OC,-16%,0%,10%,-1.0%,3%,i,-1%,1%,8%
COc1ccc(NC(=O)CC2SC(N3CCOCC3)=NC2=O)c(OC)c1 (centres undefined),7%,5%,-14%,-1.4%,0%,i,3%,7%,-6%
O=C(Nc1ccc(OC(F)(F)C(F)F)c(NC(=O)c2cccc(F)c2)c1)c1cccc(F)c1,11%,1%,-10%,2.3%,-7%,i,10%,-9%,29%
COc1cccc(C(=O)Nn2c(C)nnc2-n2nc(C)cc2C)c1,-2%,-14%,1%,0.3%,1%,i,2%,5%,5%
Cc1cccc(NC(=O)CSCC(=O)OCc2ccccn2)c1,-8%,3%,-7%,0.4%,-1%,i,u,-2%,1%
O=[N+]([O-])c1ccc(O)c(/C=N\N=C2c3ccccc3-c3ccccc32)c1,22µM*,u,2.8µM*,15%,-38%,u,u,-3%,u
CCNc1c2c(nc3ccccc13)CC(C)(C)CC2=O,6%,-17%,2%,0.1%,-3%,i,0%,-1%,-13%
Cc1ccc(NC(=O)c2ccc3nsnc3c2)c(Cl)c1,x,0%,-11%,3.2%,-22%,u,u,4%,u
CCN(CC(=O)Nc1c(F)cccc1F)C(=O)Cc1c(C)nc2ccccc2c1C,x,5%,-15%,1.9%,-7%,u,1%,0%,-11%
CCC(=O)N1CCc2cc(S(=O)(=O)NC(C(=O)NCCc3ccc(C)cc3)C(C)C)ccc21 (centres undefined),-15%,-3%,1%,2.2%,-3%,i,x,x,2%
CC1(C)CC(=O)C2=C(C1)OC(N)=C(C#N)C2C1CC=CCC1 (centres undefined),-9%,-8%,-4%,2.2%,-27%,i,0%,3%,3%
CC(C)c1nn2c(=O)cc(COC(=O)c3ccccc3NC(=O)COc3ccccc3)nc2s1,x,12%,2%,0.3%,3%,x,x,x,x
CCOC(=O)CSc1nnc(CSc2nc(C)cc(C)n2)n1Cc1ccco1,-16%,0%,-26%,-0.8%,-1%,u,u,-2%,0%
O=C(Cn1c(=O)sc2ccccc21)NCCOc1ccccc1F,9%,-2%,-2%,-0.5%,7%,i,-10%,-1%,-26%
COc1ccc(C)cc1NC(=O)C1CCN(S(=O)(=O)c2cccc3nonc23)CC1,u,-9%&-4%,12%&-7%,-0.1%&0.7%,-32%&-5%,i,2%,2%,-33%&-9%
CC(Sc1ccccc1)C(=O)Nc1ccc(N2CCOCC2)cc1 (centres undefined),17%,u,-3%,2.8%,8%,i,12%,-1%,5%
Cc1ccc(NC(=O)CSc2nc3c([nH]c4ccccc43)c(=O)n2-c2ccccc2)cc1Cl,x,4%,u,5.1%,-54%,x,x,x,x
O=C(NNC(=O)C1CCCC1)c1ccccc1F,17%,-1%,0%,0.0%,3%,i,-1%,-5%,4%
COc1ccc(OC)c(-c2cc(C3CCN(C(=O)OC(C)(C)C)CC3)[nH]n2)c1,10%,0%,1%,3.3%,-11%,i,u,-13%,-1%
N#CC1=C(N)N2C(=C(C#N)C13CCCC3)Nc1ccccc12,-6%,-6%,0%,3.3%,-24%,i,6%,11%,-1%
CCN(CC(=O)Nc1cccc(OC)c1)C(=O)c1cnc(Cl)c(Cl)c1,2%,2%,0%,0.3%,11%,i,-3%,-1%,-13%
COC(=O)C(C)n1cnc2c(nnn2-c2ccc(F)cc2)c1=O (centres undefined),-22%,-12%,1%,-0.3%,-2%,i,0%,9%,4%
O=C(c1ccc(Cl)cc1)N1CCN(c2cc(=O)[nH]nc2-c2ccccc2)CC1,-2%,-1%,1%,-0.2%,2%,i,6%,-5%,-31%
O=C(N/N=C/c1c[nH]c2ccccc12)c1[nH]c2ccc(Br)cc2c1-c1ccccc1,-25%,u,u,4.7%,-106%,i,u,-5%,u
CCCCOc1ccc(C(=O)Nc2cc(-c3cn4cccnc4n3)ccc2OC)cc1,x,5%,-23%,-0.4%,-20%,x,x,x,x
Cc1ccc(NC(=O)CN(C)C(=O)c2cc(-c3ccccc3)nn2-c2ccccc2)cc1,-3%,-13%,11µM*,0.2%,-1%,i,u,-6%,-25%
CCOc1ccc2nc(N3CCCC(C(=O)Nc4ccc(OC)c(Cl)c4)C3)sc2c1 (centres undefined),x,-7%,u,0.5%,-18%,x,x,x,u
O=C(NC(=S)Nc1ccc(Cl)cn1)C12CC3CC(CC(C3)C1)C2,x,-5%,-2%,5.9%,11%,i,u,13%[57.1 µM],u
CC1C(=O)N2CCCc3cc(NC(=O)c4ccccc4F)cc1c32 (centres undefined),-1%,0%,-9%,32%,-5%,i,11%,18%,-4%
Cc1ccc2c(c1)c(C)cc[n+]2Cc1ccccc1,-22%,-6%,-7%,0.3%,-25%,i,1%,18%,u
O=Cc1c(NCc2ccccc2Cl)c2ccccc2[nH]c1=O,-6%,4%,2%,2.2%,-1%,i,8%,-20%,u
CCOC(=O)c1nn(-c2ccccc2)c(C(=O)OCC)c1N,-10%,u,-3%,-0.5%,-6%,i,9%,2%,2%
CCN(CCCNC(=O)CSc1cc(=O)n(C)c2cc(Cl)ccc12)c1ccccc1,0%,3%,u,-0.6%,-28%,i,x,x,-7%
O=C(Nc1ccc(OC(F)F)cc1)c1ncc(Cl)c(Cl)c1Cl,x,6%,1%,7.1µM*,-43%,i,u,2%,1%
Cc1ccc2nc(-c3ccccc3)c(CN3CCOCC3)n2c1,1%,-3%,-17%,0.0%,-34%,i,0.65µM*,-1%,3%
COc1cc(C(=O)NC2CC(=O)N(c3cccc(F)c3)C2)cc(OC)c1OC (centres undefined),x,-1%,14%,5.2%,-28%,x,x,x,x
CS(=O)(=O)c1ccc(-c2csc(C(O)c3cccc(Cl)c3)n2)cc1 (centres undefined),-16%,x,2%,4.3%,-12%,i,x,-17%,x
Cc1ccc(C)c(SCC(=O)OCC(=O)Nc2ncc(C(F)(F)F)cc2Cl)c1,-33%[11.3 µM],0%,0%,0.1%,10%,i,u,-3%,15%
CCOc1ccc(Br)cc1S(=O)(=O)Nc1ccc(S(=O)(=O)Nc2cc(C)on2)cc1,-7%,-8%,0%,-0.6%,0%,i,-36%[inhibitor],4%,-6%
Cc1[nH][nH]c(=O)c1C(c1ccc(O)c(Br)c1)c1c(C)[nH][nH]c1=O,-18%,-12%,-4%,4.0%,-14%,i,u,-1%,u
O=C(c1nc2nc(-c3ccccc3)cc(C(F)(F)F)n2n1)N1CCCCC1,1%,4%,-3%,0.2%,-3%,i,-25%,-2%,x
C[C@@H]1CN([C@H](C)CO)S(=O)(=O)c2ccc(-c3ccc(C#N)cc3)cc2O[C@H]1CN(C)C(=O)Nc1cc(F)ccc1F,16µM*,x,-2%,3.0%,-11%,u,x,-10%,x
O=C(Cn1ncc2c([nH]c3ccccc32)c1=O)NCc1cccc(Cl)c1,1%,7%,-1%,-0.5%,-16%,i,x,x,8%
O=C(O)c1cc(S(=O)(=O)Nc2ccc3c(c2)OCCO3)c(Cl)cc1Cl,6%,-4%,6%,0.2%,-5%,i,8%,6%,10%
CC1C(=O)OC(c2ccc(Cl)cc2)C(C)(C)C1=O (centres undefined),-4%,-1%,-5%,0.1%,0%,i,-8%,-1%,-6%
COCc1cc(=O)[nH]c(SCC(=O)N2CCOCC2)n1,-4%,1%,17%,-0.3%,1%,i,-3%,0%,12%

# The last two records of the section before are carried over, then new ones follow:
SMILES,ATXN2 expr inh,A549 tox,TGFb inhibitor,Nrf2 ARE act,HepG2 viability,ATXN viability,MCF10A rereplic,EPAC2 antag,Nrf2 block
CC1C(=O)OC(c2ccc(Cl)cc2)C(C)(C)C1=O (centres undefined),-4%,-1%,-5%,0.1%,0%,i,-8%,-1%,-6%
COCc1cc(=O)[nH]c(SCC(=O)N2CCOCC2)n1,-4%,1%,17%,-0.3%,1%,i,-3%,0%,12%
O=C(CN1CCN(S(=O)(=O)c2ccc3ccccc3c2)CC1)Nc1ccc2c(c1)CCC2,-17%,-15%,u,2.9%,11%,i,11%,-1%,u
O=C(C1CCOCC1)N1CCC(CO)(CCc2ccccc2)CC1,-25%,-2%,5%,-0.4%,-6%,i,-6%,-1%,0%
COc1ccc(/C=N/NC(=O)c2ccccc2O)cc1Cn1nnc2ccccc21,x,2%,-16%,2.6%,-34%,i,u,-16%,0%
CCN(C(=O)CSc1nc(C)nc2sc(C)c(C)c12)c1ccc(F)cc1,-31%,10%,-3%,-1.1%,-11%,i,0%,-12%,18%
COc1ccc(S(=O)(=O)NC(=O)C2(C)CCN2C(=O)c2c(C)noc2C)cc1 (centres undefined),6%,x,32%[activator],0.6%,0%,u,x,26%,x
CC(C)[C@H](NC(=O)N1c2ccccc2NC(=O)[C@@H]1C(C)C)C(=O)N[C@@H](Cc1ccccc1)C(=O)O,4%,2%,8%,2.5%,-31%,i,5%,5%,u
COc1cccc(CNC(=O)Cn2ncn3nc(-c4cccs4)cc3c2=O)c1,7%,0%,0%,6.1%,6%,i,x,x,u
CCOC(=O)c1sc(=S)[nH]c1C,7%,0%,-19%,-0.6%,4%,i,3%,5%,11%
Cc1cc(N2CCCCC2)nc2ccc(NC(=O)/C=C/c3ccccc3Cl)cc12,-14%,u,22%,13%,-21%,i,x,x,-20%[9.27 µM]

# Screening results: PubChem, National Center for Advancing Translational Sciences (NCATS)

# An excerpt (hit frequency here may not be typical).
